Screening results deposited in PubChem BioAssay by Fisher Drug Discovery Resource Center.
mcGAS RapidFire: inhibitors of mouse cGAS; recombinant mouse cGAS, cGAMP by RapidFire MS; inhibition, % at 12.5 µM; 130,000 compounds, 0.18% hits; AID 1259397;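 active = inhibition of cGAS enzyme activity at or above 60%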;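 also: enzyme stimulated by 45 bp dsDNA with ATP and GTP substrates; cGAMP share of summed cGAMP plus half ATP and half GTP signals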
Target sequence (Q8C6L5 whole entry, looked up): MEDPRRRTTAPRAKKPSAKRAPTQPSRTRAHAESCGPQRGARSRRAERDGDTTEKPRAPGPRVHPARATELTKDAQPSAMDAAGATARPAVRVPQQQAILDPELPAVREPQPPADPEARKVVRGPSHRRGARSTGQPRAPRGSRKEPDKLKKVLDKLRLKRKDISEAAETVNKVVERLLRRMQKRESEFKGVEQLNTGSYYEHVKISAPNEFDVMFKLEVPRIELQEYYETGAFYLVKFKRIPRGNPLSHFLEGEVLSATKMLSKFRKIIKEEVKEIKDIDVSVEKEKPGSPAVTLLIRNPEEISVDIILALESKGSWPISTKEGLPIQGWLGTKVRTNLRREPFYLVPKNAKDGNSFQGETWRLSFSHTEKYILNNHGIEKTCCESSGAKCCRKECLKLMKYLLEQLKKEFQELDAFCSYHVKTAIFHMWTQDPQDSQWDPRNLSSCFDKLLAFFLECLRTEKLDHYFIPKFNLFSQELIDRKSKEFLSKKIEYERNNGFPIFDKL
Numbers without * were called inactive; & = joins results of further samples. A portion of the library, so the mix of outcomes need not match the whole.

SMILES	mcGAS RapidFire
Cc1cccc(-c2cc(N3CCCN(C)CC3)n3nccc3n2)c1	-2
Cc1ncc(CN2CCCC(C(=O)Nc3ccccc3Oc3cccnc3)C2)cn1 (stereo unspecified)	-3
O=C(c1cccs1)N1CCC(NCCOc2ccccc2Cl)CC1	-12
COCCCN1C2=C(C(=O)CC(C)(C)C2)C(c2ccccc2)C2=C1CC(C)(C)CC2=O	-4
CCc1cnc(-c2ccc(F)c(CO)c2)nc1	-9
Cc1ncoc1C(=O)N1CC[C@@H](c2ccc3c(c2)OCO3)[C@H](O)C1	-6
COc1ccccc1OCc1cc(C(=O)NCc2ccc3c(c2)OCO3)n[nH]1	-2
CCCCc1nc(SCC(=O)NCc2ccccc2)[nH]c1C	0
COC(=O)C1(C(F)(F)F)N=C(N(C)C)OC(N(C)C)=N1	8
Cc1nc(Cl)cc(NC2CC2c2cccc(F)c2F)n1 (stereo unspecified)	3
Cc1nc(CN2CCN(C(=O)CSc3nnc(C)s3)CC2)no1	-4
Cc1nn2c(nnc3c(=O)n(N)ccc32)c1-c1ccccc1	-13
Cc1cn2c3c(=O)n(Cc4c(F)cccc4Cl)c(=O)n(C)c3nc2n1CCCO	-4
CN(Cc1cnn(-c2ccc(F)cc2)c1)Cc1ncccc1C(=O)O	-13
CNC(=O)NC(=O)COC(=O)CC12CC3CC(CC(C3)C1)C2	3
O=C(Nc1ccc2nc(NC(=O)C3CCCCC3)sc2c1)C1CCCCC1	-1
COc1ccc(F)c(-c2cc3c(cc2C(N)=O)OCO3)c1	-11
Cn1nnc2c(N3CCN(C(=O)c4ccccc4SC(F)F)CC3)ncnc21	-1
N#Cc1c(CN2CCCCC2)cc(=O)n2c1sc1ccccc12	-13
C/C=C/c1cc(C(=O)NC(C)c2ccc3c(c2)OCCO3)cc(OC)c1OC (stereo unspecified)	3

Quoted from above (four entries):
SMILES	mcGAS RapidFire
Cc1cccc(-c2cc(N3CCCN(C)CC3)n3nccc3n2)c1	-2
Cc1ncc(CN2CCCC(C(=O)Nc3ccccc3Oc3cccnc3)C2)cn1 (stereo unspecified)	-3
O=C(c1cccs1)N1CCC(NCCOc2ccccc2Cl)CC1	-12
COCCCN1C2=C(C(=O)CC(C)(C)C2)C(c2ccccc2)C2=C1CC(C)(C)CC2=O	-4

The list goes on:
SMILES	mcGAS RapidFire
Cc1ccc2nc(C)c(C)c(C(=O)NC(C)Cc3cnccn3)c2c1 (stereo unspecified)	-17
Cc1ccsc1-c1cccc(NC(=O)N(C)C2CCN(C)C2=O)c1 (stereo unspecified)	-5
Cc1ccc(OCC(=O)Nc2ccc(N3CCCC3=O)cc2)cc1C	2
Cc1nc(NCCNC(=O)c2ccccc2)cc(N2CCOCC2)n1	-4
CN(Cc1ccsc1)Cc1cc(-c2ccccc2)no1	0
CCOC(=O)Cn1c(=O)c2c(nc3n(CC4CCCO4)c(C)cn23)n(C)c1=O (stereo unspecified)	-8
O=C1OC(C(O)c2cccc(Cl)c2Cl)c2ccccc21 (stereo unspecified)	-5
CC(C)N1CCNC(=O)C1CC(=O)N(C)Cc1nc2ccccc2[nH]1 (stereo unspecified)	-12
CC(C)c1nccc(C(=O)N(C)Cc2ccc3ccccc3n2)n1	-10
CC1(C)Cc2nc(C(C)(C)C)ncc2C(NC(=O)CCN2CCCC2=O)C1 (stereo unspecified)	-5
O=C(NCc1ccncc1)c1cccc(Br)c1O	1
Cc1cc(N2CCNCC2)nc(-c2ccc(C(F)(F)F)cc2)n1	-4
COc1ccc(-c2cccc(C(C)N(C)C)c2)cc1CO (stereo unspecified)	-25
CCc1c(NC(=O)c2scnc2C)n[nH]c1-c1ccncc1	0
O=C(O)C1CCCN(S(=O)(=O)c2cccs2)C1 (stereo unspecified)	0
COCCC1(CNC(=O)NCc2cnc(C)s2)CCCC1	-4
CN(C)c1ncnc2c1C(c1ccccc1)c1c(ncnc1N(C)C)O2	3
COc1cc(NC(=O)c2ccccc2)c(OC)cc1NC(=O)CN1CCC2(CC1)OCCCO2	14
C/C(=C\c1ccccc1)CN1CCC(O)(CO)CC1	-1
Cc1cc(=S)oc2ccccc12	2

Reformatted with bars between the fields: part of the list above
Molecule | mcGAS RapidFire
Cc1cn2c3c(=O)n(Cc4c(F)cccc4Cl)c(=O)n(C)c3nc2n1CCCO | -4
CN(Cc1cnn(-c2ccc(F)cc2)c1)Cc1ncccc1C(=O)O | -13
CNC(=O)NC(=O)COC(=O)CC12CC3CC(CC(C3)C1)C2 | 3
O=C(Nc1ccc2nc(NC(=O)C3CCCCC3)sc2c1)C1CCCCC1 | -1
COc1ccc(F)c(-c2cc3c(cc2C(N)=O)OCO3)c1 | -11
Cn1nnc2c(N3CCN(C(=O)c4ccccc4SC(F)F)CC3)ncnc21 | -1
N#Cc1c(CN2CCCCC2)cc(=O)n2c1sc1ccccc12 | -13

Remaining list, next part:
SMILES	mcGAS RapidFire
Cc1[nH]c(C)c(Cl)c(=O)c1Cl	-10&-4&11
COc1ccc(NC(=O)c2sc(=O)n(Cc3ccccc3)c2C)cc1	-3
COc1ccc2[nH]c(CNC(=O)C(=O)c3ccco3)cc2c1	-21
CCOc1ccc(S(=O)(=O)NCc2ccc3c(c2)OCO3)cc1C	3
Cc1nc(-c2ccccc2)n(CC(=O)NN2CCOCC2)c1C	-6
O=S(=O)(Nc1ccc2c(c1)CCC2)c1cc(Cl)cc(Cl)c1	-5
N#CCn1ccn(-c2ccc3c(c2)OCO3)c(=O)c1=O	-5
CC(=O)Nc1ccc(Cl)c(C(=O)N(CCCO)Cc2cccs2)c1	-21
CCn1c(C2CCCN(C(=O)CCN3CCCCCC3=O)C2)nn(C)c1=O (stereo unspecified)	-3
Fc1ccc(Br)cc1CN1CCCN2CCCC2C1 (stereo unspecified)	-1
Cc1cc(Br)cc(Cl)c1OCC(=O)N1CCC(NC(=O)c2ccccc2)CC1	11
O=C(O)c1csc(-c2ccc(Cl)cc2Cl)n1	-4
Cc1ccc2oc(C(=O)N(C)Cc3ccccc3N3CCCCC3)cc(=O)c2c1	-1
CC(C)c1nc(CN(C)C(=O)c2ccc(C3CCCN3)s2)cs1 (stereo unspecified)	-6
O=C(O)Cc1csc(SCc2ccc(Cl)cc2)n1	-1
CCCn1c(=S)[nH]c2sc(CC)cc2c1=O	-1
N#Cc1c(-c2ccc3c(c2)OCO3)c(C#N)c2sc3ccccc3n2c1=O	-11
O=C(NCc1ccccc1N1CCCC1)c1c(O)cc(F)cc1F	-6
O=C(O)c1ccc(OCc2ccccn2)c(Cl)c1	-3
C=CCc1cccc(C=NNc2ccc3ccccc3n2)c1O	8
CCSc1nnc2c(=O)[nH]c(=O)[nH]c2n1	84*
COc1cccc(CC(=O)NC2CC(=O)N(Cc3ccccc3Cl)C2)c1 (stereo unspecified)	3
Cc1nccn1-c1ccc(NC(=O)C2CCCN(Cc3ccsc3)C2)cc1 (stereo unspecified)	-14&-3
CC(C)(C)C1CCC(C(=O)Nc2ccc(/C=C/C(=O)O)cc2)CC1 (stereo unspecified)	-5
CCCCCCCCn1c(CN2CCOCC2)nc2c1c(=O)n(C)c(=O)n2C	2
CC1CN(Cc2csc(NC(=O)c3ccc(Br)cc3F)n2)CC(C)O1 (stereo unspecified)	-4
Cc1nnc(CNC(=O)c2ccc3nsnc3c2)o1	-7
CC1CN(C)CCN1CC(=O)NCC1CCCc2ccccc21 (stereo unspecified)	-10
CC(=O)NC1=NN(C(C)=O)C(c2sccc2C)S1 (stereo unspecified)	3
CN1CCC=C(CN(C(=O)c2ccc(C(F)(F)F)cc2)C2CC2)C1	-20
Cn1nnc2c(Nc3ccc(Oc4ccccc4)cc3)ncnc21	-7
CCn1c(CSCc2ccc(Cl)c(Cl)c2)n[nH]c1=S	-2
CC(C(=O)Nc1ccccc1F)N1CCc2sccc2C1 (stereo unspecified)	-3
CN1CCC2(CC1)CN(C(=O)c1cnnn1-c1ccccc1)CCN2C	-17
N#CC(C#N)=Cc1ccc(-c2ccc(SC(F)F)cc2)o1	-10
Cc1ccc(Br)cc1NCN1C(=O)c2ccc(Br)cc2C1=O	-7
O=C(COc1ccccc1)Nn1cnc2c(cnn2-c2ccccc2)c1=O	-10
CCC(C)NC(=O)c1ccccc1NS(=O)(=O)C1=Cc2ccccc2CC1 (stereo unspecified)	-5
O=C(c1cc(COc2ccc3ncccc3c2)on1)N1CCCC(OCc2ccccn2)C1 (stereo unspecified)	2
O=C(O)CSc1nc2c(c(C(F)(F)F)n1)CCc1ccccc1-2	-1
CC(C)N(C(=O)C1CCN(C(=O)c2ccc(C(F)(F)F)cc2)CC1)c1cnn(C)c1	5
CC1(C2CC2)NC(=O)N(Cc2cc(=O)n3ccsc3n2)C1=O (stereo unspecified)	-15
O=C(Nc1ccc(-c2cscn2)cc1)C1CCCN(C(=O)CCN2CCCO2)C1 (stereo unspecified)	-2
Cc1c(C(C)NC2CCCC2)cnn1-c1cccc(F)c1 (stereo unspecified)	-6
Cc1ccc(-c2cnc(C(O)c3ccc(Cl)c(F)c3)[nH]2)cc1 (stereo unspecified)	-9
CO[C@@]1(NC(=O)C2SC(=C(C(N)=O)C(=O)O)S2)C(=O)N2C(C(=O)O)=C(CSc3nnnn3C)CS[C@@H]21 (stereo partly specified)	1
CC(C)CN=C(N)NCC(C)Cn1cccn1 (stereo unspecified)	-5
COc1ccccc1CN1C(=O)C(C)ON=C1c1ccccn1 (stereo unspecified)	-4
CCNc1ncc(C(=O)NCC2(O)CCCNCC2)cn1 (stereo unspecified)	-10
CC1(C)CC(=O)C(CC2C(=O)CC(C)(C)CC2=O)C(=O)C1	0
CCOC(=O)N1CCN(C(=O)c2csc(Nc3ccc(OC(F)F)cc3)n2)CC1	-4
O=C(CC1NC(=O)c2ccccc21)NCc1cccnc1Oc1ccccc1 (stereo unspecified)	-16
O=C(O)c1ccc(F)c(S(=O)(=O)Nc2c(F)cccc2-n2cccn2)c1	-28
Cc1ccc(CN(Cc2ccccc2)C(=O)CNC2CC2)o1	-6
Cc1nn(C(C)C)c(C)c1NC(=O)N1CCCN(CC(C)C)CC1	-12
Cc1ccc(C(=O)O)c(N2CCCN(CC3CC3)C(C(C)C)C2)n1 (stereo unspecified)	-20
CC(=O)NCCn1ccnc1C1CCOC(C)(C)C1 (stereo unspecified)	-13
O=C1c2ccccc2C(=O)N1CCCCN(C(=O)COc1ccccc1)c1ccc(Cl)cc1	-6
COc1ccccc1C(C)S(=O)(=O)CC1CCCCO1 (stereo unspecified)	-12
N#Cc1c(-c2ccncc2)cc(-c2ccc(Cl)cc2)nc1N	7
(cont.)
SMILES	mcGAS RapidFire
CC1(C)CC(=O)C=C(NCc2ccco2)C1	-9
CC1(C(=O)N2Cc3ccccc3C2)CCN1C(=O)c1cccc(F)c1 (stereo unspecified)	2
Cc1cc(C(=O)NC2CCCN(Cc3ccccc3F)C2)c2ccccc2n1 (stereo unspecified)	-5
CC(C)N(C)Cc1nnnn1CC(=O)N1CCCCC1c1ccc(F)cc1 (stereo unspecified)	-7
CCOC(=O)C1(CCOC)CCN(C(=O)CCn2c(C)nc3ccccc32)CC1	-5
CCCCCn1c(SCCN2CCOCC2)nc2c1c(=O)[nH]c(=O)n2C	-1
CC(=O)Nc1ccc(CN2CCC2(C)C(=O)Nc2ccc3c(c2)OCCO3)cc1 (stereo unspecified)	-11
COc1ccc(-c2c(=O)n(OCc3ccccc3Cl)c3ccccc3[n+]2[O-])cc1OC	-11
CCOC(=O)Nc1ccc2c(c1)C(=O)N(C)c1ccccc1O2	-9
CC(C)CC(NC1CSCCSC1)c1cccnc1 (stereo unspecified)	-22
CC1(C)CC(Nc2nnc(-c3ccccc3)s2)CC(C)(C)N1	0
CC(OC(=O)c1n[nH]c2ccccc12)C(=O)N(C)C1(C#N)CCCCC1 (stereo unspecified)	-3
O=C(O)c1ccc(Oc2nc(Cc3ccccc3)ns2)cc1	-3
Cc1cnc(CN(C)C(=O)CC2COc3ccc(C(=O)N(C)C)cc3N2C)[nH]1 (stereo unspecified)	-6
CCCc1cc(C2CCCN2C(=O)Nc2cc(Cl)c(OC)cc2OC)no1 (stereo unspecified)	-7
CCC1CCCCC1NS(=O)(=O)c1ccccc1Cl (stereo unspecified)	-1
Cc1ccc(-c2n[nH]c(=S)n2CC(=O)NC(C)c2ccc(Cl)cc2Cl)cc1 (stereo unspecified)	-4
CCN(C1CCS(=O)(=O)C1)S(=O)(=O)c1ccc(Br)s1 (stereo unspecified)	-7
Cc1ccc(O)c(CN(C)Cc2cccc3ncccc23)c1	-22
COC(=O)c1ccc(CN(Cc2ccc(OC)cc2)CC2CCCO2)o1 (stereo unspecified)	-5
CCN(CC)S(=O)(=O)c1ccc(N2CCCC2=O)cc1	-5
Cc1nc2ccccn2c(=O)c1NC(=O)c1cccc(C(F)(F)F)c1	10
CCCS(=O)(=O)N1CCC(C(=O)O)CC1	-7
COc1cc2c(cc1OC)C(c1cccs1)N(S(=O)(=O)c1cccs1)CC2 (stereo unspecified)	0
CC(=O)Oc1ccc(OC(C)=O)c(-c2ccccc2)c1	-3
CC1(C)CC(c2nccn2CCCc2nn[nH]n2)CCO1 (stereo unspecified)	-7
CN1CC2([N+](=O)[O-])C=CC(=O)C([N+](=O)[O-])(C1)C2C1CCCCC1=O (stereo unspecified)	6
CC1(C(=O)NS(=O)(=O)c2ccccc2C(F)(F)F)CCN1C(=O)CC1CCCCC1 (stereo unspecified)	-11
COc1cccc(O)c1O	-9
CCc1nc(CN(CCO)Cc2ccccc2Br)no1	-11
Cc1ccc(-n2nnc3c(=O)n(CC(=O)NCc4ccc5c(c4)OCO5)cnc32)cc1	5
Cc1cc(C(=O)N2CCCC3(CC2)CNC(=O)O3)c2cccc(Cl)c2n1 (stereo unspecified)	-5
CN1CCN(CCCN(C)C(=O)NCc2ccc(Cl)cc2)CC1	-8
COCCN(Cc1ccsc1)S(=O)(=O)CCc1ccc(OC)cc1	-4
Cn1ccnc1SCC(=O)c1ccc(I)cc1	1
CC(=O)Nn1ccc2c(cnc3nc(C)nn32)c1=O	-5
CCCC(CCC)C(=O)Nc1c(C)nc2c(C)cccn2c1=O	-12
CCCc1oc2cc(O)ccc2c(=O)c1Oc1ccccc1	-9
